# D1 antagonist: antagonists of human D1 dopamine receptor. P21728. HEK293 TREx D1 cells, calcium flux, dopamine EC80; hits give low values. activity change, negative = inhibition, % at 10 µM. actives 3.2% (n = 360,000); in the data active means activity change below about -30%; further: on the % scale 0 is the no-effect control and ±100 the full control effect
# Target sequence (P21728 whole entry, looked up): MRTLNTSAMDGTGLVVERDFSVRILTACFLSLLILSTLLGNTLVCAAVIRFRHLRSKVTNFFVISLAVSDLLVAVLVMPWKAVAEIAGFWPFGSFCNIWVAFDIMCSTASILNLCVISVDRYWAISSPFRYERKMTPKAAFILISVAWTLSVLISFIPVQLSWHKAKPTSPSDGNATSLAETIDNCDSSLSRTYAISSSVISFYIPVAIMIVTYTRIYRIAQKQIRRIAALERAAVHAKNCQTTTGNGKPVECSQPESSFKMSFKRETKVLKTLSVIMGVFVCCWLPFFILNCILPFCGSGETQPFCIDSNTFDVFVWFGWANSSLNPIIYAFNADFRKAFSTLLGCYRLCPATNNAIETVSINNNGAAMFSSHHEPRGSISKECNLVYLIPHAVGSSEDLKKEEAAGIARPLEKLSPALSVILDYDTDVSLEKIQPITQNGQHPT
#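 Antagonism measured as reduced calcium response to an EC80 dopamine addition following 180 s compound pre-read; cells were inducible HEK293 Trex D1 plated overnight at 30 C, read kinetically at 1 cycle/sec.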
# D2 PAM: positively modulates the human D2 dopamine receptor allosterically | potentiation, % at 10 µM | actives 0.34% (n = 340,000) | P14416 | HEK293 T-REx D2, calcium flux, EC20 dopamine potentiation;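 active means potentiation over 3 SD above the plate norm, cut at about 30% in these data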; further: 0% is about no effect
#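 Potentiation of an EC20 dopamine calcium response measured kinetically over 180 s, after a preceding 180 s compound-only read flagging agonists. Cells: inducible Hek293 Trex D2 line, 4000/well, cultured overnight at 30 C before dye loading.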
# D2 agonist: D2 dopamine receptor (human) agonism. actives 0.53% (n = 340,000). activation, % at 2 µM. AID 485358. HEK293 T-REx D2 cells, calcium flux agonist mode. P14416;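 active means activation over 3 SD above normal in the single-dose calcium agonist read, cut at about 30% in these data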; further: 0% is about no effect
#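 Agonism scored from kinetic calcium signal (1 read/sec, 180 s) following compound pin transfer, after a 10 s baseline. Cells: HEK293 Trex line expressing inducible D2 receptor coupled to calcium, dye-loaded after overnight culture at 30 C.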
# TRHR PAM: allosterically enhances the human TRH receptor. P34981. TRHR cells, fluo-8 calcium fluorescence, EC20 TRH enhancement. enhancement, % at 2 µM. actives 0.66% (n = 360,000). AID 493056; in the data active means enhancement above about 30%; further: 0% is about no effect
# Target sequence (P34981 whole entry, looked up): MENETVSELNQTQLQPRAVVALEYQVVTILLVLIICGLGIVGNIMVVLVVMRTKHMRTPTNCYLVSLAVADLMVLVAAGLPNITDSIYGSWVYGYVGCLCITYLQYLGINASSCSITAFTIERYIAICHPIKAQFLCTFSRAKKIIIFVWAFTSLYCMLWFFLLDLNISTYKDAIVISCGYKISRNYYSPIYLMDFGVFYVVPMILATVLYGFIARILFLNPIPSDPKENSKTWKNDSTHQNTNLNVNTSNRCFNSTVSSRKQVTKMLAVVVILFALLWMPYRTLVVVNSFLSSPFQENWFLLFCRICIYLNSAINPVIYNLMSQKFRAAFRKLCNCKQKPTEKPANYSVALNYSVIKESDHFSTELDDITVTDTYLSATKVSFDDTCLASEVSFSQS
#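 Enhancer read-out: after compound pinning and an initial kinetic agonist-mode read, an EC20 of TRH (10 nM final) was injected and fluo-8 calcium signal (Ex 480/Em 530) followed at 1 s/cycle for 100 cycles in TRHR-expressing cells.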
# D1 PAM: potentiators of human D1 dopamine receptor; P21728; HEK293 TREx D1 cells, calcium flux, dopamine EC20 potentiation; potentiation, % at 10 µM; actives 0.036% (n = 360,000); in the data active means potentiation above about 30%; further: 0% is about no effect
# TRHR ag: activates the human TRH receptor. AID 493084. activation, % at 2 µM. P34981. TRHR cells, calcium flux fluo-8, FDSS agonist mode. actives 0.18% (n = 360,000); further: 0% is about no effect
#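 Steps: seed TRHR cells overnight; add fluo-8 no-wash Ca dye, RT 30 min–1.5 h; record 10 s baseline; pin-transfer compounds; monitor fluorescence 1 cycle/s for the agonist window. Calcium increases flag candidate agonists.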
# D2 antag: D2 dopamine receptor (human) antagonism. actives 2% (n = 340,000). inhibition, % at 10 µM. AID 485344. HEK293 TREx D2 cells, calcium flux, dopamine EC80. P14416; in the data active means inhibition above about 30%; further: 0% is about no effect
#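 Calcium mobilization kinetics were recorded at 1 s intervals in tetracycline-induced HEK293 T-REx D2 cells, first for 180 s after compound addition and then 180 s after EC80 dopamine.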
# RXFP1 antag: antagonists of human relaxin receptor RXFP1. Q9HBX9. HEK293-RXFP1, relaxin-stimulated cAMP HTRF, 30 min; hits give low values. activity change, negative = inhibition, % at 57.5 µM. actives 0.59% (n = 350,000). AID 1259400;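 active means activity change of -60% or lower, but not beyond a set lower limit; inconclusive means change between -60% and -40%, or beyond the set limit; inactive means change above -40%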; further: on the % scale 0 is the no-effect control and ±100 the full control effect
# D1 ag: human D1 receptor agonism. AID 504660. actives 1% (n = 360,000). activation, % at 2 µM. HEK293 T-REx D1 cells, calcium flux, agonist mode; further: 0% is about no effect
#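 Inducible HEK293 T-REx D1 cells, force-coupled to calcium signalling, were plated at 4000 cells/well with tetracycline and held overnight at 30 C. After no-wash calcium dye loading, compound-evoked calcium rise over 180 s flagged agonists.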
# An asterisk follows results filed as active; ? = inconclusive; . = no result given; & = joins results of further samples. Unless noted, no stated cut-off is given here; in the data, active means activation above about 30%; inactive means the rest.
# The line under a structure holds: D1 antagonist	D2 PAM	D2 agonist	TRHR PAM	D1 PAM	TRHR ag	D2 antag	RXFP1 antag	D1 ag
COc1ccc(NC(=O)c2ccc3ncsc3c2)c2ccccc12
    2.7	-3.0	0.3	-3.9	-3.6	-0.3	8.5	3.6	1.0
CCOc1cccc(C(=O)N(Cc2cccc(F)c2)C2CCS(=O)(=O)C2)c1 (configuration not stated)
    -3.7	5.2	0.1	2.1	-0.5	-0.5	-7.6	8.4	-0.5
O=C(CC1CCCCC1)NCCOc1ccccc1
    6.5	-3.2	-0.2	1.0	0.7	0.0	-4.6	4.3	0.8
Cc1cc(N2CCCCC2C)nc(-c2ccccc2O)n1 (configuration not stated)
    38.8	2.8	-0.1	-0.2	20.1	0.5	8.2	?	5.1
COc1ccc(CCN(C)C2CC(=O)N(c3ccccc3)C2=O)cc1OC (configuration not stated)
    -1.3	10.6	-1.7	6.0	0.2	-0.8	1.9	6.5	2.7
Cc1cc(C)nc(-n2nc(C)c(Oc3ccccc3O)c2C)n1
    -23.6	-1.1	-0.9	-5.7	-11.7	-0.7	3.7	-6.0	2.4
O=C(NCCc1nnc2ccc(NCc3ccc(Cl)cc3)nn12)c1ccccc1
    13.3	2.8	0.3	-2.4	-3.5	0.1	-6.4	-2.2	2.2
Cc1nc(C(=O)N2CCCC(N3CCN(c4ccccc4C)CC3)C2)cs1 (configuration not stated)
    -10.0	2.7	0.2	-4.2	-5.5	-0.6	-6.4	-15.6	3.6
CCOc1cc(/C=C/C(=O)c2ccc(C)cc2)ccc1OCC(=O)N(C)C
    5.6	9.9	-0.4	-0.8	-2.5	-0.3	7.5	.	3.9
O=C(Nc1nnc(-c2ccc(F)cc2)o1)c1ccco1
    6.6	7.4	0.5	-0.7	-8.2	0.0	19.6	.	0.8
COc1ccc(C(CCN2CCOCC2)c2c(O)cc(OC)cc2OC)cc1 (configuration not stated)
    8.2	-6.3	-2.0	-1.8	-9.6	0.4	-9.8	.	4.9
Cc1cccc(NC(=O)CNC(=O)c2cccc(-n3cccc3)c2)c1C
    4.7	-4.6	0.6	-2.9	-1.3	-0.6	-6.8	-16.9	-1.1
CCC(C)[C@H](NC(=O)C1CC(=O)N(c2ccc(OC)cc2)C1)C(=O)NC1CCCC1 (some centres not stated)
    9.7	13.5	0.5	4.7	7.1	-0.2	2.0	-9.4	0.9
Cn1c(CNC(=O)c2ccccc2F)nnc1SCC(=O)c1ccccc1
    3.3	3.6	1.3	1.3	9.4	0.1	-9.9	2.9	1.9
CCCCn1c(N)c(N(CCC(C)C)C(=O)COC(=O)c2cccnc2OCC)c(=O)[nH]c1=O
    6.5	14.5	0.2	13.6	0.2	0.4	-12.2	3.7	-0.6
Nn1c(=O)c2ccccc2n2c(SCc3ccc(C(F)(F)F)cc3)nnc12
    -2.2	-1.6	0.7	-2.0	6.0	-0.3	3.9	11.3	4.7
CCOc1ccc(NS(=O)(=O)c2ccc(C(=O)NCc3ccccn3)cc2)cc1
    7.5	.	.	-1.5	-18.6	4.5	.	0.8	33.1*
COc1ccc(-c2cc(C(=O)Nc3ccc(C)cc3)no2)cc1
    -2.3	-5.0	0.0	4.7	-5.5	0.0	-15.2	2.4	1.0
CN1CCN(S(=O)(=O)c2cccc(C(=O)Oc3ccccc3Cl)c2)CC1
    -0.3	-6.9	0.4	-5.3	-3.5	0.0	8.1	-12.8	17.1
COc1ccccc1NS(=O)(=O)c1ccc2oc(SC)nc2c1
    -11.6	-6.3	0.9	-3.8	-6.8	0.2	-3.5	-2.0	10.8
CN(C)CCCN(Cc1ccc2c(c1)OCO2)C(=O)NC1CCCCC1
    -25.6	-6.9	0.3	-4.7	-4.7	0.1	-16.2	-10.9	0.1
CCC(C)c1ccccc1NC(=O)C(C)NCCN(C)C (configuration not stated)
    -12.8	-8.0	0.6	-7.3	-2.8	0.5	-2.2	-1.7	0.1
Cc1nc(NC(=O)CSc2ccc(-c3nc4ccccc4[nH]3)cn2)sc1C
    -1.0	0.3	-0.2	-4.3	-2.0	-0.8	-8.3	-5.3	-0.1
Cc1c(C(=O)Nc2ccccc2Cl)sc2ncnc(N(C)C3CCCCC3)c12
    -12.9	-6.2	0.7	-5.7	-0.7	0.4	.	-1.6	5.4
COc1cc(C(=S)N2CCOCC2)ccc1OS(=O)(=O)c1ccc(Cl)cc1
    -23.5	11.5	0.3	-4.2	-2.6	0.2	-9.3	-2.6	12.2
COc1ccccc1C1CCN(C(=O)c2ccccc2)CC1
    -1.4	8.8	-1.2	2.6	9.2	-1.4	4.6	-8.9	-1.2
N#CCSc1nnc(-c2ccc(S(=O)(=O)N3CCOCC3)cc2)n1CC1CCCO1 (configuration not stated)
    5.2	-8.0	-0.2	-2.4	-0.1	-0.1	6.7	-0.4	1.6
CC(C)Cc1cc(CN2CCC(CO)(Cc3ccccc3)CC2)[nH]n1
    -9.6	-22.7	-1.4	0.5	-15.7	-2.1	47.4*	-5.7	4.8
CC(C)(C)n1nnnc1C(c1cccc(C#N)c1)N1CCC(Cc2ccccc2)CC1 (configuration not stated)
    31.8	-2.1	0.4	-2.9	-5.3	3.3	-3.8	11.7	4.2
Cc1oc2c(c1C(=O)NC(Cc1c[nH]c3ccccc13)C(=O)O)CCCC2 (configuration not stated)
    5.5	-9.7	0.6	-4.8	5.0	-0.5	-4.3	-3.7	0.8

# 4 entries from above in a different format:
O=C(NCCc1nnc2ccc(NCc3ccc(Cl)cc3)nn12)c1ccccc1
  D1 antagonist: 13.3 | D2 PAM: 2.8 | D2 agonist: 0.3 | TRHR PAM: -2.4 | D1 PAM: -3.5 | TRHR ag: 0.1 | D2 antag: -6.4 | RXFP1 antag: -2.2 | D1 ag: 2.2

Cc1nc(C(=O)N2CCCC(N3CCN(c4ccccc4C)CC3)C2)cs1 (configuration not stated)
  D1 antagonist: -10.0 | D2 PAM: 2.7 | D2 agonist: 0.2 | TRHR PAM: -4.2 | D1 PAM: -5.5 | TRHR ag: -0.6 | D2 antag: -6.4 | RXFP1 antag: -15.6 | D1 ag: 3.6

CCOc1cc(/C=C/C(=O)c2ccc(C)cc2)ccc1OCC(=O)N(C)C
  D1 antagonist: 5.6 | D2 PAM: 9.9 | D2 agonist: -0.4 | TRHR PAM: -0.8 | D1 PAM: -2.5 | TRHR ag: -0.3 | D2 antag: 7.5 | RXFP1 antag: . | D1 ag: 3.9

O=C(Nc1nnc(-c2ccc(F)cc2)o1)c1ccco1
  D1 antagonist: 6.6 | D2 PAM: 7.4 | D2 agonist: 0.5 | TRHR PAM: -0.7 | D1 PAM: -8.2 | TRHR ag: 0.0 | D2 antag: 19.6 | RXFP1 antag: . | D1 ag: 0.8

# Additional results follow.
# The line under a structure holds: D1 antagonist	D2 PAM	D2 agonist	TRHR PAM	D1 PAM	TRHR ag	D2 antag	RXFP1 antag	D1 ag
CCOC(=O)c1cc2c(=O)n3ccccc3nc2n(Cc2ccco2)c1=NC(=O)c1ccc(C(C)(C)C)cc1
    -3.9	8.7	.	-4.0	0.0	2.2	.	.	2.0
CNc1ccccc1NC(=O)C1CCCN1C(=O)OCc1ccccc1 (configuration not stated)
    0.7	10.4	0.3	3.7	7.9	-0.3	-9.2	9.8	3.6
CCc1ccc2c(c1)c(N=NC1=NC(=O)CS1)c(O)n2C
    10.3	10.2	-2.4	8.3	-4.8	-1.2	-10.0	-1.5	1.1
Cc1nnsc1C(=O)N/N=C/c1ccccc1
    -4.4	9.5	.	5.1	-4.2	-1.0	.	-3.2	6.7
COc1cccc(CNC(=O)CCS(=O)(=O)c2ccc3c(c2)CC(C)N3C(=O)C2CC2)c1 (configuration not stated)
    -29.6&-2.0	-1.7&-4.0	-0.7&0.1	5.9&3.7	-8.5&-1.9	0.0&-0.3	-5.3	6.6&19.1	2.3&2.5
Cc1cccc(N2C(=O)C3C4CC(=O)C(c5ccccc54)C3C2=O)c1C (configuration not stated)
    2.2	-2.7	-0.4	9.5	-3.2	-0.8	-1.3	-3.2	2.1
CCOc1ccc(OCCn2c(S(=O)(=O)O)nc3c(N)ncnc32)cc1
    3.2	9.7	-0.7	0.2	2.9	0.9	0.7	9.9	3.1
COc1ccc(OC)c(S(=O)(=O)NCC2CCCO2)c1 (configuration not stated)
    -0.6	-3.3	0.7	-3.5	1.0	1.0	5.2	-20.8	3.2
CCOc1cc(N2CCOCC2)c(OCC)cc1NC(=O)CN1C(=O)NC(Cc2ccccc2)C1=O (configuration not stated)
    -0.4	-5.7	0.3	0.4	-0.1	-0.7	-12.5	-13.1	0.2
CCN(c1ccccc1)c1nnc(NC(=O)Nc2cccc(C(F)(F)F)c2)s1
    -2.0	-1.2	0.2	6.4	-0.1	0.0	.	2.3	0.8
O=C(NCC1CCCO1)c1cccc(F)c1 (configuration not stated)
    -5.1	8.5	-0.5	5.2	-1.4	0.2	-2.0	-25.3	2.5
CSc1ccc(CN2CCC(CO)(Cc3ccc(Cl)cc3)CC2)cc1
    -25.8	-16.3	19.5	6.8	-4.5	2.6	-21.6	-81.4*	25.7
Cc1nnc(N(C)C(=O)c2cnccn2)s1
    5.4	10.6	0.4	3.5	-3.6	0.6	6.5	5.5	1.9
Cc1ccc(N2CSC3=C(C#N)C(c4cccs4)CC(=O)N3C2)cc1 (configuration not stated)
    -14.9	-4.8	-0.9	-0.4	-7.0	0.3	2.8	-3.5	0.3
COc1ccc2nc(NC(=O)C3=NN(c4ccccc4)C(=O)CC3)sc2c1
    -5.3	4.9	-0.5	0.4	-10.9	-0.2	8.6	-0.9	0.4
COc1ccc(C2/C=C\CN(S(=O)(=O)/C=C/c3ccccc3)[C@H](Cc3ccccc3)C(=O)N2Cc2ccc(F)cc2)cc1 (some centres not stated)
    -23.2	-8.5	0.8	-1.9	-6.0	-0.1	17.4	.	3.9
CCCCNC(=O)OC(C)CNC(=O)OC (configuration not stated)
    -13.6	-10.8	0.3	-0.8	1.5	0.7	-5.3	-17.1	3.6
CCOc1ccc2nc(N3CCCC(C(=O)Nc4ccc(OC)cc4)C3)sc2c1 (configuration not stated)
    -4.8	-0.7	-0.1	2.3	-1.1	0.2	.	-18.7	5.7
CC(C)(C)CC(=O)NCc1ccc(F)cc1
    1.8	-2.7	0.0	-5.7	-0.5	-0.2	11.2	-9.5	0.9
Cc1cccc(-c2nc(C#N)c(NCC3CCCO3)o2)c1 (configuration not stated)
    1.9	-1.7	-0.6	0.5	-0.4	-0.6	3.8	-10.7	-0.2
CS(=O)(=O)N(CC(=O)N1CCCCCC1)Cc1ccc(Cl)cc1
    -2.6	-1.6	-1.1	3.4	-2.8	0.3	0.4	1.4	5.2
Cc1c(C(=O)O)c(-c2ccccc2)nn1-c1ccccc1
    -3.8	0.1	0.2	4.0	2.9	0.2	-2.6	-11.1	2.3
CCCNS(=O)(=O)c1ccc(CCC(=O)N2CCN(c3ccc(OC)cc3)CC2)cc1
    -6.7	5.9	-0.6	-5.1	-3.9	-1.1	-17.1	0.5	1.8
O=C(CCc1ccccc1)NCc1nc2cccnc2n1Cc1ccc(F)cc1
    -4.0	16.6	-1.1	-3.1	-2.1	-0.1	.	0.0	0.0
